# Compound activity: PubChem, National Center for Advancing Translational Sciences (NCATS)
# 12-LOX inh – inhibitors of human 12S-lipoxygenase ALOX12; P18054; Potency, µM (titrated, usually from 108 µM), inactives show at the top dose activity change, negative = inhibition, hits mostly inhibitors; actives 1.1% (n = 580,000); AID 1671190; purified 12hLO, xylenol orange hydroperoxide absorbance; active means well fitted inhibition curve with a large enough effect; inconclusive means small, poorly fitted or top-dose-only effect, or another doubt; inactive means no such curve, though single readings can be large or run the other way
# Target sequence (P18054 whole entry, looked up): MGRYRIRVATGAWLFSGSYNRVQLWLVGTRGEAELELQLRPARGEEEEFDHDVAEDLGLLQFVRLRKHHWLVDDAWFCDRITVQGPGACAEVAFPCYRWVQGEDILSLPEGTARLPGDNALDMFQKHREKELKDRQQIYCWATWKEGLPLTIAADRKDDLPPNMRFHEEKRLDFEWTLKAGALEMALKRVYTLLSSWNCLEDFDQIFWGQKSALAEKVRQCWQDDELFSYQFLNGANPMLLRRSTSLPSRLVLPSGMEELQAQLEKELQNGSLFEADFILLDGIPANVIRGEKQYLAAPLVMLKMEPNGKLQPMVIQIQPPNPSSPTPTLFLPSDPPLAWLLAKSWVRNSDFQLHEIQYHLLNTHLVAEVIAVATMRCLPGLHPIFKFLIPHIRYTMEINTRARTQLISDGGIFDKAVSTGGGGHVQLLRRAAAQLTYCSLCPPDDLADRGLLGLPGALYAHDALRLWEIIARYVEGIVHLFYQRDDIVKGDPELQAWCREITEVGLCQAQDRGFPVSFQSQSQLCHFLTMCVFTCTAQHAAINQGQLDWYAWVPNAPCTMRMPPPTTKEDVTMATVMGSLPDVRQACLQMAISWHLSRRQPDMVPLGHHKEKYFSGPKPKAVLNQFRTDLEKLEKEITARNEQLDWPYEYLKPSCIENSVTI
#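 Purified human 12hLO (150 nM final) in 25 mM Hepes, 0.01% Triton X-100, pH 7.0 was preincubated 15 min at room temperature with compound. Then 40 uM arachidonic acid was added, 30 min. Hydroperoxide was read by Fe-XO absorbance ratio 573/405 nm.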
# * hit, by the source's call; i = inactive; ? = inconclusive; & = joins results of further samples; [ ] = dose if it differs, or a comment. On the % scale 0 is the no-effect control and ±100 the full control effect; potency means the concentration at half of the fitted maximal effect. A portion of the library; the hit share may differ from the screen's.
No.	SMILES	12-LOX inh
1	COCc1nc(C2CCN(C(=O)C3CCOCC3)C2)no1 (stereo not given)	47%
2	C=CCSC(C)C(=O)N1CCCn2nc(C(=O)OC)cc2C1 (stereo not given)	72%[activator]
3	Cc1ccc(S(=O)(=O)Nc2ccc(C)n(CC(=O)NC(C)c3ccccc3)c2=O)cc1 (stereo not given)	8%
4	Nc1nccnc1C(=O)Nc1cccc(NC(=O)c2cccnc2)c1	15%
5	O=C([C@@H]1C[C@H](F)CN1S(=O)(=O)Cc1cccc(Cl)c1)N1CCc2ccccc2C1	19%
6	O=C1CCN(C(=O)Nc2ccccc2F)CCCC(c2nc(-c3cccnc3)no2)CCN1 (stereo not given)	49%[activator]
7	CN1Cc2cccn2CC1CNC(=O)c1cccc(F)c1 (stereo not given)	256%[activator]
8	CS(=O)(=O)Nc1ccc(C2(C(=O)NCc3ccccc3Cl)CCCCC2)cc1	?
9	CCCCc1nc(NCCN(C)C)c(C#N)c2c1CCCC2	-15%
10	CC(Sc1ncnc2nc[nH]c12)C(=O)Nc1ccc(Oc2ccccc2)cc1 (stereo not given)	6%
11	CC(C)NC(=O)O[C@@H]1CC[C@]2(C)C(CC[C@@H](O)[C@H]2CC(=O)NCc2ccccc2)[C@]1(C)CO (stereo not given in full)	27%
12	Cc1ccccc1-c1noc(CNCc2nc3ccc(Cl)cc3[nH]2)n1	78%[activator]

No.	SMILES	12-LOX inh
13	Cc1cc2nc(-c3ccccc3)c(CC3CCCCC3)n2c(C)c1Br	-30%
14	O=C(NC12CC3CC(CC(C3)C1)C2)C1CC=CCC1 (stereo not given)	-19%
15	Cc1nc2ccc3nc(C)sc3c2s1	?
16	O=C(OCc1nc2ccccc2o1)c1ccc(F)cc1	-1%
17	O=S(=O)(NCc1ccc(N2CCOCC2)nc1)c1cc(Br)ccc1Br	1%
18	CSc1nnnn1-c1cccc(NC(=O)c2cccc(Cl)c2)c1	?
19	COCCOCC1(CNC(=O)COc2ccccc2)C[C@@H](O)[C@@H](O)C1 (stereo not given in full)	49%[activator][176 µM]
20	COCCCNC(=O)c1cccc2c(-c3ccc(O)c(OC)c3)coc12	?
21	CCN(C(=O)CSc1ncnc2ccccc12)c1ccccc1	9%
22	COc1ccc(C(=O)Nc2cccc(-c3nnc4n3CCCC4)c2)cc1OC	11%
23	Cc1noc(C)c1CCC(=O)Nc1cc(Cl)ccc1C(=O)O	-12%
24	O=C(O)Cn1ccc2cc(OCc3cccc(-c4ccncc4)c3)cnc21	3%[176 µM]

No.	SMILES	12-LOX inh
25	CCNC(=O)c1cc2cc(N(C)S(C)(=O)=O)ccc2s1	-13%
26	Cc1ccc(CNC(=O)C2CCN(C(=O)c3ncn4c3COC(c3ccc(F)cc3)C4)CC2)cc1 (stereo not given)	25%
27	CC(=O)NCCCC(=O)N1CCC2(CC1)CN(S(C)(=O)=O)Cc1ccccc1O2	11%[6.33 µM]
28	CN1Cc2ncnc(NCc3cccnc3)c2CN(c2ccccc2)C1=O	4%
29	Cc1ncc2c(n1)CCCN(CC(=O)NC1CCCCCC1)C2=O	-2%
30	Cc1ccc(N(C(C)C(=O)NCc2ccncc2)S(C)(=O)=O)cc1 (stereo not given)	0%
31	O=C1Nc2ccccc2CCC1n1nc(-c2ccccc2)ccc1=O (stereo not given)	?
32	COc1ccc(S(=O)(=O)N2CCOC[C@H](Oc3cnccn3)C2)cc1	-15%[176 µM]
33	CCOc1ccccc1-c1noc(-c2ncn3c2COC(c2ccc(OC)cc2)C3)n1 (stereo not given)	25%
34	COc1ccc(-c2cnc3[nH]cc(CC(=O)N4CCCC4)c3c2)cc1	?
35	CCC(C(=O)OCCN1CCOC(c2ccccc2)C1C)c1ccccc1 (stereo not given)	-10%[22.9 µM]
36	Cc1cc(=O)n(CC(=O)Nc2ccc(F)cc2)c(-c2ccc(F)cc2)n1	25%

No.	SMILES	12-LOX inh
37	CC(C)c1ccc(C(=O)N2CCCCC2c2cc(C(=O)Nc3ccncc3)no2)cc1 (stereo not given)	14%
38	O=C(Nc1ccc(Cl)cc1)c1csc([C@@H]2O[C@H](CO)[C@@H](O)[C@H]2O)n1	?
39	COc1ccc(N2C(=O)c3ccccc3NC2c2cnn(-c3ccccc3)n2)c(OC)c1 (stereo not given)	-23%
40	CCOC(=O)c1ccc(CNC(=O)N2CCC3(CC2)CC(OCC)CCO3)cc1 (stereo not given)	60%[activator]
41	O=C(/C=C/c1ccc(F)cc1)c1ccc(-c2ccccc2)cc1	?
42	Cc1noc(C)c1CC(=O)N1CCC2(CC1)N(CC1CC1)C(=O)CS2=O (stereo not given)	12%
43	CC(C)CC(=O)c1c(O)cc(O)c2c1OC1=C(C(=O)C(C)(C)C(=O)C1(C)C)C2CC(C)C (stereo not given)	-3%
44	CCNc1ncnc2sc3c(c12)CCN(C(=O)c1ccncc1)C3	34%
45	c1ccc(-c2cc(CC3(NCc4ccncc4)COC3)no2)cc1	34%[activator][176 µM]
46	Cc1ccc(OCc2nc(C3CN(C(=O)c4cc5ccccc5[nH]4)C3)no2)cc1	12%
47	CCc1ccc(CN2CCCC(c3nnc(Cn4ccnc4)n3C)C2)nc1 (stereo not given)	85%[activator]
48	Cc1cc(N2CCN(c3ccccc3)CC2)n2nc(-c3ccco3)nc2n1	-3%

# Molecules above with a furan ring, fused or not (two):
No.	SMILES	12-LOX inh
20	COCCCNC(=O)c1cccc2c(-c3ccc(O)c(OC)c3)coc12	?
48	Cc1cc(N2CCN(c3ccccc3)CC2)n2nc(-c3ccco3)nc2n1	-3%

# Back to the main list, starting two compounds before the break.
No.	SMILES	12-LOX inh
47	CCc1ccc(CN2CCCC(c3nnc(Cn4ccnc4)n3C)C2)nc1 (stereo not given)	85%[activator]
48	Cc1cc(N2CCN(c3ccccc3)CC2)n2nc(-c3ccco3)nc2n1	-3%
49	O=C1NCCCCCN(CC2CCCCC2)[C@H]2CCC[C@@H]12	i
50	CC(C)=CC(=O)Nc1cccc2c1CCCC2	59%[activator]
51	COc1ccc2oc(=O)c(-c3nc(-c4ccc(C)cc4)no3)cc2c1	38%
52	CCOc1ccccc1CN1CCC2(CCN(C(=O)Cc3ccccn3)CC2)Oc2ccccc21	11%&13%
53	Nc1nc(COC(=O)c2ccc(CO)cc2)nc2ccccc12	23%
54	CCCCC[C@@H]1C=C(C(=O)OCC)[C@H](c2ccccc2)N1S(=O)(=O)c1ccc(C)cc1	11%
55	COCCN1C(=O)[C@@H]2C[C@@H](CN2Cc2cccc(OC)c2)Oc2ccccc21	-1%[176 µM]
56	COc1ccc(NC(=O)N2c3ccc(OC)cc3[C@@H](NC(C)=O)[C@H](C)[C@H]2c2ccccc2)cc1	?
57	O=C(NCc1nnc2n1C(C(=O)N1CCOCC1)CC2)c1cccnc1 (stereo not given)	3%[6.33 µM]
58	Cc1cnc(CC2CCN(C(=O)NC(C)C)C2)n1C(C)C (stereo not given)	28%
59	CC(=O)N1CCC(Cc2nc(-c3ccccc3)n[nH]2)CC1	12%
60	NS(=O)(=O)c1ccc(O)cc1	28%

# Shown as labelled records: three of the compounds above.
15	Cc1nc2ccc3nc(C)sc3c2s1
  12-LOX inh: ?

16	O=C(OCc1nc2ccccc2o1)c1ccc(F)cc1
  12-LOX inh: -1%

17	O=S(=O)(NCc1ccc(N2CCOCC2)nc1)c1cc(Br)ccc1Br
  12-LOX inh: 1%

# Next structures.
No.	SMILES	12-LOX inh
61	C=CCNC(=O)CC12CC3CC(CC(C3)C1)C2	6%
62	Cc1cc(C)cc(OCCn2cnc3c2c(=O)n(C)c(=O)n3C)c1	12%
63	CN(C(=O)c1ccc2c(c1)OCO2)C1CCc2nn(CC3CC3)c(=O)n2CC1 (stereo not given)	76%[activator]
64	CCC(O)c1cc2n(n1)CCN(Cc1nccn1Cc1ccccc1)C2 (stereo not given)	154%[activator]
65	C=CCOC(=O)C1=C(C)N(Cc2cccc(Cl)c2)C(=O)CC1c1ccccc1Cl (stereo not given)	13%
66	COc1c(C)cc(C(O)c2ncc(-c3cccc4ccccc34)[nH]2)cc1C (stereo not given)	-1%
67	c1csc(CNc2nc(Oc3ccncc3)c3sccc3n2)c1	5%
68	CCOC(=O)C1=C[C@@H](C(C)(C)C)N(S(=O)(=O)c2ccc(C)cc2)[C@H]1c1cccc(Cl)c1	2%
69	CC(C)CCNC(=O)C1CCCN(Cc2cccnc2)CCC(=O)NCC1 (stereo not given)	39%
70	N[C@@H](Cc1cnc[nH]1)C(=O)N1CCC2(CC1)CC(=O)N(Cc1ccccc1)C2	74%[activator]
71	CCOc1cc(=O)n2c(c1C(=O)Nc1cc(F)cc(F)c1)CCCC2	22%
72	CNC(=O)CC1COCCN1C(=O)CCCc1nc(-c2cccc(C)c2)no1 (stereo not given)	6%

No.	SMILES	12-LOX inh
73	COc1ccc(NC(=S)NNC(N)=O)cc1	?
74	O=C(NC[C@H]1O[C@@H](CO)[C@@H](O)[C@H]1N1CCN(c2cccc(C(F)(F)F)c2)CC1)c1ccc(C(F)(F)F)cc1	?
75	O=C(Cn1ccn2nc3c(c2c1=O)CCCC3)Nc1ccc(C(F)(F)F)cc1	39%[activator]
76	COc1ccccc1CCC(=O)Nc1cccn2nc(C(C)C)nc12	35%
77	O=C(COc1ccccc1)N1CCN(C(=O)c2nnn3c2COC(c2ccccc2)C3)CC1 (stereo not given)	-1%
78	CC(C)c1ccc(NC(=O)/C=C/c2ccccc2F)cc1	1%
79	CC(=O)c1cnc(N2CC(C)CC(C)C2)nc1C (stereo not given)	9%
80	COc1cccc(CNC(=O)Cn2ncc3ccc(OC)c(OC)c3c2=O)c1	46%[activator]
81	O=c1ncn(Cc2ccccc2)c2ccc(-c3ccsc3)nc12	28%[176 µM]
82	O=C(Cc1ccccc1O)NCc1cccnc1Oc1ccc(F)cc1F	6%
83	COCCC1(NC(=O)C2CCOCC2)CCN(C(=O)c2cccnc2C)CC1	23%
84	CSC1=N/C(=C\c2cccc(OCc3ccccc3)c2)C(=O)S1	?

No.	SMILES	12-LOX inh
85	COc1ccc(-c2cc(-c3cn[nH]c3)c3cncn3c2)cn1	25%[176 µM]
86	Cc1cc2nc(SCC(=O)Nc3ccc(F)c(Cl)c3)[nH]c(=O)c2[nH]1	?
87	O=C(O)CC1(CC(=O)NC2CCN(Cc3ccccc3)CC2)CCCC1	-20%
88	COc1ccc(-c2nc(-c3nnn4c3COC(c3ccc(C)cc3)C4)no2)cn1 (stereo not given)	14%
89	C=CCOC(=O)Oc1ccc2c(=O)c(Oc3ccc(CC)cc3)c(C(F)(F)F)oc2c1	0%
90	COc1ccccc1NC(=O)C1CCN(c2nccnc2Sc2ccc(C)cc2)CC1	-9%
91	Cc1ccc(-c2nc3ccc(Cl)cn3c2CC(C)(C)C)cc1	?
92	Cc1ccc(C)c2[nH]c(C(=O)O)cc12	-4%
93	Cn1nccc1C(=O)N1C[C@@H]2CCCN3CCC[C@@H]([C@H]23)[C@H]1CCCC(=O)N1CCOCC1	25%
94	CC(Sc1ccc2ccccc2n1)C(=O)NC1CC1 (stereo not given)	0%
95	COc1ccc(Nc2cnc3ccc(N(C)Cc4cccnc4)nn23)cc1OC	34%[activator][176 µM]
96	CCOC(=O)C(C)Oc1cc(O)c2c(=O)cc(-c3ccccc3)oc2c1 (stereo not given)	1%

No.	SMILES	12-LOX inh
97	C/C(Cc1ccccc1)=N\NC(=O)c1ccc(C(C)(C)C)cc1	100%[activator]
98	CCCCCCN1C[C@@H](O)[C@H](n2cc(COC(=O)c3ccccc3)nn2)C[C@@H]1c1ccccc1	-14%
99	Cc1cccc(/C=C/C(=O)c2cccs2)c1	-39%
100	Cc1noc([C@@H]2CN(Cc3ccccc3C#N)C[C@H]2C(N)=O)n1	35%[activator]
101	COCCn1cnc2c1c(O)nc(=O)n2Cc1ccccc1	-17%
102	COCC(=O)Nc1ccc([C@H]2OCC(=O)N(CC(C)C)[C@@H]2CO)cc1	14%[176 µM]
103	Fc1cc(Br)ccc1OCc1coc(-c2ccccc2)n1	?
104	CCCCOCCCNC(=O)c1ccccc1SCC	16%
105	O=C(Cc1ccc2c(c1)OCO2)N(Cc1ccncc1)Cc1cccc(OCCc2ccc(F)cc2)c1	17%
106	CCc1ccc(C(N)c2cccs2)cc1 (stereo not given)	-4%
107	CSc1cccc(NC(=O)O[C@@H]2CC[C@]3(C)C(CC[C@@H](O)[C@H]3CC(=O)N3CCC(C)CC3)[C@]2(C)CO)c1 (stereo not given in full)	2%
108	O=C(NC1CCCCC1)N1CCC(c2noc(-c3cnccn3)n2)C1 (stereo not given)	15%

# Looked up by structure from the entries so far:
No.	SMILES	12-LOX inh
100	Cc1noc([C@@H]2CN(Cc3ccccc3C#N)C[C@H]2C(N)=O)n1	35%[activator]
106	CCc1ccc(C(N)c2cccs2)cc1 (stereo not given)	-4%

# (next part)
No.	SMILES	12-LOX inh
109	CC(C)c1ccc(CN(C)CC(=O)NC(N)=O)cc1	15%
110	CC(=O)N1CCN(c2nc3cc(C)ccc3cc2CN(C(=O)c2cccc3ccccc23)C2CC2)CC1	-7%
111	C[C@@H]1CN([C@@H](C)CO)C(=O)CCCn2nncc2CO[C@H]1CN(C)Cc1ccncc1	?
112	Cc1ccc(CNc2nc3cc(-c4ccccc4C)sc3c(=O)n2C)c(C)c1	?
113	O=S(=O)(Nc1nc2ccccc2nc1NC1CCCC1)c1ccc2c(c1)OCCO2	2%
114	O=C(c1ccc(F)cc1)N1CC(Oc2cccc(-c3nc(-c4ccccc4)no3)c2)C1	11%
115	O=C1/C(=C/c2ccc(S(=O)(=O)O)cc2S(=O)(=O)O)CCc2ccccc21	5%
116	C#CCNC(=O)[C@H]1C[C@@H](O)[C@H](O)[C@@H]2N=C(Nc3cccc4ccccc34)S[C@@H]21	21%[176 µM]
